Source: PubChem
Tau fluor counter: counter-screen for tau fibril formation inhibitors | tau K18 P301L Alexa594 fluorescence, heparin fibrillization | Potency, µM (doses to about 57.7 µM), for the others: at the top dose activity change, negative = decrease | 0.93% of 280,000 active | AID 1463; note: % is set by controls: 0 for no effect and ±100 for the full control effect; nearly all actives have a fitted effect of over 55% in size
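Human tau K18 P301L (15 uM unlabeled, 0.24 uM Alexa 594-labeled) in 100 mM sodium acetate pH 7 with 20 uM heparin, 6 hr at 37 C. ThT 30 uM added, 1 hr ambient; Alexa 594 FP and total fluorescence read at 555/632 nm.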
Tau ThT inhib: blocks human tau fibril formation measured by thioflavin T; P10636; recombinant tau K18 P301L, heparin-induced fibrillization, ThT fluorescence; Potency, µM (top dose mostly 57.4 µM), inactives show at the highest dose activity, negative = inhibition, most hits filed as inhibitors; 2.1% of 270,000 active; AID 1460; note: % is set by controls: 0 for no effect and ±100 for the full control effect; nearly all actives have a fitted effect of over 55% in size
Target sequence (P10636 561-689 P618L limits assumed): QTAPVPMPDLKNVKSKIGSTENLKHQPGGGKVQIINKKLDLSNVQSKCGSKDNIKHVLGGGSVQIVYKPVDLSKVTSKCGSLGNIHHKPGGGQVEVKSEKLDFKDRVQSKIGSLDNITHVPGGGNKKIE
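Using a mix of unlabeled (15 uM) and Alexa 594-labeled (0.24 uM) tau K18 P301L, heparin-triggered fibrillization over 6 hr at 37 C was scored by ThT fluorescence.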
L3MBTL1 block: L3MBTL1 (human) inhibition. Q9Y468. AlphaScreen L3MBTL1–H3K9me1 peptide binding. Potency, µM (highest dose often 57.1 µM), inactives show at the highest dose activity, negative = inhibition, actives largely listed as inhibitors. 0.66% of 230,000 active; note: % is set by controls: 0 for no effect and ±100 for the full control effect; nearly all actives have a fitted effect of over 60% in size
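AlphaScreen proximity signal between nickel-chelate acceptor and streptavidin donor beads (final 10 ug/mL) reports binding of 50 nM L3MBTL1 to 75 nM biotin-H3 K9me1 peptide; complex incubated with compounds 30 min at room temperature; cefsulodin titration as control.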
TRb-SRC2 inh: inhibitors of human thyroid hormone receptor beta-SRC2 interaction | TRbeta-SRC2 peptide binding, fluorescence polarization; receptor liganded with 1 µM T3 | 0.065% of 280,000 active | Potency, µM (top dose mostly 106 µM), for inactives: at the top dose activity change, negative = inhibition, most hits filed as inhibitors | P10828;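 note: plate controls were bound peptide for no effect and peptide without receptor for full effect; nearly all actives have a fitted effect of over 50% in size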
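A fluorescence polarization screen tested compounds at multiple concentrations against complex formation between 0.6 uM TRb ligand-binding domain and 20 nM Texas Red SRC2 peptide, with 1 uM T3 present; readout after 5 hr.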
RECQ1 helicase: RECQ1 (human) helicase inhibition; RECQ1 DNA unwinding, red fluorescence kinetic read; Potency, µM (doses to about 57.3 µM), without a hit: at the highest dose activity, negative = inhibition, most hits filed as inhibitors; 0.54% of 240,000 active; AID 2549;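 note: plate controls were vehicle for no effect and no enzyme for full effect; nearly all actives have a fitted effect of over 30% in size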
Target sequence (P46063 whole entry, looked up): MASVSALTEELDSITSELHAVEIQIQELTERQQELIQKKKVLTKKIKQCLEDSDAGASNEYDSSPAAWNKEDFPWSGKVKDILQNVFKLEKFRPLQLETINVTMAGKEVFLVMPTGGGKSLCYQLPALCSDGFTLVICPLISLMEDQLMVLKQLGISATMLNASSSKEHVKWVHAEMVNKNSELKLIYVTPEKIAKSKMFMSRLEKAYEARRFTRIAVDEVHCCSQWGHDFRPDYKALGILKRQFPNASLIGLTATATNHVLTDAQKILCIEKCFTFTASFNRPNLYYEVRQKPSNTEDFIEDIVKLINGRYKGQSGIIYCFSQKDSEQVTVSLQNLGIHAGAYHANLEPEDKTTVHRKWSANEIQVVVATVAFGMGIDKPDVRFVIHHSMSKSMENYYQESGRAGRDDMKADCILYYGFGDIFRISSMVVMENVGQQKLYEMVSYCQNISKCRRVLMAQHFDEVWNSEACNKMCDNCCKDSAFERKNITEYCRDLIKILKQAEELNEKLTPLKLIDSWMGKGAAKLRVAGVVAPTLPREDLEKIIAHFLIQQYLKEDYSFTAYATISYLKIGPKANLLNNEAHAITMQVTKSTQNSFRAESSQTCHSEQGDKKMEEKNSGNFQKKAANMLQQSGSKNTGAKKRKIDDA
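50 nM RECQ1T1 preincubated 15 min with compound in Tris pH 8.0 buffer with MgCl2, DTT, Tween-20 and 2.5 ug/ml poly(dI-dC); started with 200 nM TAMRA/BHQ-2 forked duplex and 2 mM ATP. Unwinding read as fluorescence (525/598 nm), two reads 2 h apart.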
TR SRC2 fluor cs: counter-screen for TRb-SRC2 inhibitors: fluorescence interference; 0.29% of 280,000 active; AID 1479; Potency, µM (top dose mostly 106 µM), inactives show at the top dose fluorescence change, negative = quenching; TRb/SRC2 Texas Red total fluorescence interference; active = well fitted curve in either direction with a large enough effect; inconclusive = small, poorly fitted or top-dose-only effect; note: % is set by controls: 0 for no effect and ±100 for the full control effect
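Flags fluorescent or light-absorbing compounds by total fluorescence, S + 2P, at 555 nm excitation and 632 nm emission. Mixture: 20 nM Texas Red SRC2 peptide, 0.6 uM human TRb LBD, 1 uM T3, 5% DMSO; compound exposure 5 h at ambient temperature.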
Tau fibril FP: inhibitors of human tau fibril formation; Potency, µM (series often up to 57.7 µM), without a hit: at the highest dose activity, negative = inhibition, actives largely listed as inhibitors; K18 P301L tau heparin fibrillization, Alexa594 FP, 6 h; P10636; 0.39% of 280,000 active; AID 1468; note: % is set by controls: 0 for no effect and ±100 for the full control effect; nearly all actives have a fitted effect of over 55% in size
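Human tau K18 […] P301L fragment, 15 uM unlabeled plus 0.24 uM Alexa 594-labeled tau (final), with compound and 20 uM heparin in 100 mM sodium acetate pH 7; 6 hr at 37 C, then Alexa 594 FP read.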
HTT cytoprotect: protects HTT-Q103 PC12 cells, measured by ATP | PC12 HTT-Q103 induced, cytoprotection, ATP luminescence, 40 h | Potency, µM (titrated, usually from 56.4 µM), for inactives: cytoprotection (ATP increase), hits mostly activators | 0.14% of 230,000 active | AID 1471;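 note: % of control where 0% means no effect; nearly all actives have a fitted effect of over 45% in size; toxic huntingtin expression switched on by the ecdysone agonist tebufenozide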
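Readout: ATPlite luminescence (ATP level). Model: stable PC12, inducible Htt exon1 Q103-GFP. Inducer: tebufenozide, 100 nM final. Compounds: dose series. No G418 in medium.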
* = called active by the depositor; i = inactive; ? = inconclusive; / = not tested or not shown; [ ] = another dose, or the depositor's remark. Unless noted, calls come from the whole dose curve; as a rule, active = well fitted curve in the direction sought with a large enough effect; inconclusive = small, poorly fitted or top-dose-only effect, or another doubt; inactive = no such curve, though single readings can be large; an effect the other way counts as inactive or inconclusive. Potency is the fitted concentration of half-maximal effect. A portion of the library; the hit share may differ from the screen's.

SMILES	Tau fluor counter	Tau ThT inhib	L3MBTL1 block	TRb-SRC2 inh	RECQ1 helicase	TR SRC2 fluor cs	Tau fibril FP	HTT cytoprotect
Cc1cc(C)c(NC(=O)Cn2c(=O)n(CCc3ccccc3)c(=O)c3ccccc32)c(C)c1	-5.5%	-1.7%	/	3.3%	/	5.2%	?	/
COc1ccc(N2CCN(c3nc(Cl)nc(Nc4ccc(F)cc4)n3)CC2)cc1	?	?	-5.9%	-0.2%	-21.9%	-2.2%	4.6%	/
O=C(c1ccc(Br)o1)N(c1ccccn1)C1CCCCC1	-11.5%	-8.3%	0.2%	2.0%	-3.1%	-7.1%	-8.5%	10.8%[10 µM]
CNc1cc([N+](=O)[O-])ccc1N/C=C/C(=O)c1cccs1	?	15.8µM*	-23.1%	5.6%	-6.1%	-1.7%	9.8%	25.0%[10 µM]
O=S1(=O)C=C(Oc2ccc(F)cc2)c2ccccc21	-6.8%	-4.0%	-4.2%	10.8%	7.8%	0.3%	6.4%	-6.4%
COc1ccc(-c2nc(CN3CCC(C(=O)NCc4ccc(F)cc4)CC3)c(C)o2)cc1OC	1.8%	1.1%	/	-4.8%	/	-19.8%	-4.8%	/
Cc1ccc2nc(SCc3ccccc3)c(C=O)c(=O)n2c1	2.4%	1.0%	4.4%	-2.5%	-8.0%	0.8%	-16.1%	-10.7%[10 µM]
COc1cc(C(C)=O)ccc1Oc1ncnc2c1cnn2-c1ccc(C)c(C)c1	-12.8%	-11.6%	10.0%	5.7%	-13.0%	-3.7%	-13.8%	-8.2%[10 µM]
COc1ccc(S(=O)(=O)NCCc2nnc3ccc(SCC(=O)Nc4ccc(C(F)(F)F)cc4)nn23)cc1	-24.0%	-0.8%	/	-3.9%	/	-2.8%	1.1%	/
COc1ccc(NCc2nnc(SCC(=O)c3ccc(OC)cc3)n2C)cc1	-9.1%	?	/	-18.1%	i	2.6%	-2.2%	-12.6%
CCOc1ccccc1NC(=O)Cn1c(=O)n(CCCC(=O)NCc2ccc(C)cc2)c(=O)c2ccccc21	-10.6%	-0.9%	/	-3.6%	/	-3.3%	5.9%	/
N#CC1=C(c2ccc(-c3ccccc3)cc2)COC1=O	-7.8%	?	7.1%	11.9%	-2.2%	19.0%	0.0%	-17.5%
CCOC(=O)c1c(C)[n+]([O-])c2ccc3c(non3O)c12	-9.4%	?	-3.6%	7.0%	-10.8%	-4.0%	-0.2%	-39.6%[inhibitor]
O=C(Nc1nnc(-c2ccco2)s1)C1CC1	-5.7%	-14.3%	-11.0%	4.1%	-0.9%	-0.7%	6.7%	-12.9%[10 µM]
COc1cccc(C2CC(c3cccs3)=NN2C(=S)Nc2ccccc2)c1OC (stereo unspecified)	-18.0%	1.2%	-11.2%	-8.8%	-6.8%	-2.5%	-9.6%	3.1%
COc1ccc(Cn2ccnc2SCC(=O)Nc2cc(C(F)(F)F)ccc2Cl)cc1	?	?	/	2.9%	/	-2.9%	-10.3%	/
Nc1cc(=O)nc(SCC(=O)Nc2ccc(F)cc2)n1-c1cccc(Cl)c1	-9.1%	-4.5%	/	7.7%	/	5.2%	-0.1%	/
COc1ccc(CNC(=O)CC2C(=O)NCCN2CC(C)(C)C)c(OC)c1 (stereo unspecified)	-2.9%	-5.6%	-3.7%	-0.4%[53 µM]	17.7%	0.1%[53 µM]	-2.8%	4.0%[10 µM]
Cc1ccccc1CSCC(=O)NCCSc1ccccn1	-6.9%	-10.8%	/	1.2%	-34.7%	-1.5%	3.9%	-11.7%
COc1ccccc1CN1COc2ccc3c(C)cc(=O)oc3c2C1	7.2%	8.3%	/	8.2%	/	-1.4%	3.9%	/
COc1ccc(-c2noc(CSc3nc(-c4ccccc4)cc(=O)[nH]3)n2)cc1OC	-13.0%	-6.5%	-5.2%	3.1%	4.9%	-0.6%	-4.8%	0.2%
Cc1ccc(NC(=O)c2c(C)nc3sc(C(=O)Nc4ccc(F)cc4)c(N)c3c2-c2ccc(Cl)cc2)c(C)c1	-24.8%	-10.2%	/	2.2%	/	-0.3%	-11.1%	/
CCc1ccc2nc(SCC(=O)Nc3ccccc3N3CCOCC3)c(C#N)cc2c1	-18.6%	-7.1%	/	-5.0%	4.5%	0.4%	?	-34.4%[10 µM]
CCC(=O)NCCc1nc2cc(NC(=O)c3ccccc3OC)ccc2n1C	-5.2%	-18.8%	/	-16.9%	-8.6%	-0.5%	-5.0%	-44.6%[inhibitor]
N#Cc1ccccc1NC(=O)c1cc(=O)c2ccccc2o1	-6.1%	-9.0%	-0.6%	4.2%	-14.5%	-5.3%	-2.8%	49.5%[10 µM]

Whole records, quoted from the list. Order of screens: Tau fluor counter | Tau ThT inhib | L3MBTL1 block | TRb-SRC2 inh | RECQ1 helicase | TR SRC2 fluor cs | Tau fibril FP | HTT cytoprotect
Profile of `Cc1cc(C)c(NC(=O)Cn2c(=O)n(CCc3ccccc3)c(=O)c3ccccc32)c(C)c1` : -5.5% | -1.7% | / | 3.3% | / | 5.2% | ? | /
Profile of `N#Cc1ccccc1NC(=O)c1cc(=O)c2ccccc2o1` : -6.1% | -9.0% | -0.6% | 4.2% | -14.5% | -5.3% | -2.8% | 49.5%[10 µM]

Additional results.
SMILES	Tau fluor counter	Tau ThT inhib	L3MBTL1 block	TRb-SRC2 inh	RECQ1 helicase	TR SRC2 fluor cs	Tau fibril FP	HTT cytoprotect
C=CCN=Cc1c(C)[nH]n(-c2ccccc2)c1=O	-2.1%	-2.3%	/	-1.0%	i	0.0%	0.7%	-38.7%[inhibitor]
Cc1cc(C)c2c(N)c(C(=O)c3ccc(Cl)c(Cl)c3)sc2n1	2.5%	-0.5%	/	9.3%	-11.6%	-1.7%	4.1%	-20.0%
CCOC(=O)CCN1C(=O)[C@H]2[C@H]3[C@H](O)[C@H](O)C/C(=N/NC(=O)OCc4ccc(OC)cc4)[C@H]3CC[C@@H]2C1=O	-0.5%[11.6 µM]	-3.5%[11.5 µM]	/	2.9%[11.2 µM]	-1.5%[11.5 µM]	-1.9%[11.2 µM]	4.9%[11.6 µM]	4.8%[10 µM]
CCOc1ccc(C2CC(=O)c3c([nH]c(C(=O)OC4CCC(C)CC4)c3C)C2)cc1 (stereo unspecified)	-1.0%	-6.4%	/	-7.8%	/	-1.5%	-5.2%	/
Cc1ccc2nc(NCC(N)=O)nc(-c3ccccc3)c2c1	-14.0%	-17.2%	14.3%	7.9%	i	-2.3%	-2.7%	0.3%[10 µM]
CC1=C(C(=O)OC2CCCC2)C(c2ccccc2Cl)CC(=O)N1 (stereo unspecified)	-15.1%	-10.6%	/	0.1%	/	-1.5%	-6.0%	/
COc1cccc(/C=C2\SC(=O)N(CCC(=O)NNC(=O)c3cccc(Cl)c3)C2=O)c1	-5.9%	-6.3%	4.0%	-1.5%	-2.6%	1.1%	-12.4%	11.6%[10 µM]
Cc1cc(C)cc(N(CC(=O)NCCSCc2ccco2)S(C)(=O)=O)c1	-0.7%	10.5%	-26.4%	3.6%[53 µM]	23.7%	0.7%[53 µM]	-16.5%	4.5%[10 µM]
CCc1cc(C(=O)N=Nc2c(O)[nH]c3c(Br)cc(Br)cc23)c2ccccc2n1	?	7.08µM*	-8.0%	-2.9%	10.5%	-0.7%	-1.3%	-22.8%[10 µM]
CN(Cc1cc([N+](=O)[O-])c2cccnc2c1O)C1CCCCC1	-1.8%	-8.9%	-0.8%	5.5%	-9.2%	-3.0%	0.1%	?
O=C(NN1C(=O)C2C3C=CC(C3)C2C1=O)c1ccco1 (stereo unspecified)	-0.1%	1.3%	0.5%	4.9%	2.0%	-1.7%	5.7%	/
CCOc1ccc(CCNC(=O)Cn2c(-c3cccs3)cc3ccccc32)cc1	-12.5%	-4.7%	/	4.6%	/	-3.3%	-9.0%	/
O=C(NCCN1CCOCC1)C1CCN(c2ncnc3c2sc2cccc(F)c23)CC1	-8.3%	-17.9%	/	-20.4%	-15.5%	-1.8%	12.8%	-12.5%
Cc1ccccc1C(=O)Nc1nnc(S(=O)(=O)N(C)Cc2ccccc2)s1	-7.7%	-9.9%	/	-6.7%	/	?	-3.9%	/
O=C(Nc1cccc(-c2nc3ccccc3o2)c1)c1cc([N+](=O)[O-])ccc1N1CCOCC1	?	-21.7%	/	-8.6%	/	?	?	/
O=C(NC12CC3CC(CC(C3)C1)C2)N1CCC(n2nnc3ccccc32)CC1	-6.7%	-7.9%	-3.1%	-10.8%	-11.8%	0.2%	-0.7%	27.2%
CCc1ccc(CNC(=O)CSCc2cnn(-c3ccccc3)c2-n2cccc2)cc1	-16.5%	?	/	1.9%	/	-2.0%	7.7%	/
Cn1c(SCC(=O)NNC(=O)Cc2ccccc2)nnc1-c1ccccc1	-0.5%	-4.5%	6.9%	-15.2%	-11.5%	-1.0%	9.8%	11.5%[10 µM]
CCOc1ccccc1-n1c(SCC(N)=O)nc2ccccc2c1=O	-1.9%	-4.4%	0.7%	-3.9%	0.2%	-0.7%	0.3%	-1.1%[10 µM]
COc1ccc(CCC(=O)Nc2ccc(C)c(S(=O)(=O)N(C)C)c2)cc1OC	3.0%	2.6%	-0.2%	5.9%[53 µM]	-14.9%	-1.3%[53 µM]	3.3%	18.8%[10 µM]
O=C(CCCSc1nnc(-c2cccs2)n1CC1CCCO1)c1ccccc1 (stereo unspecified)	-9.7%	-14.4%	/	-9.7%	i	-2.8%	9.8%	1.7%
Cc1ccc(-c2nc(S(=O)(=O)c3ccc(C)cc3)c(SCC(=O)NC3CCCCC3)o2)cc1	-8.1%	-1.5%	/	-2.5%	/	-2.3%	-6.5%	/
COc1ccc(C2C(=O)N(C3CCCCC3)CC(=O)N2CCc2ccccc2)cc1OC (stereo unspecified)	-10.3%	-12.6%	0.4%	-4.7%	i	-0.6%	-3.0%	11.2%
COc1ccc(C2=C(N)c3ccccc3C2=O)cc1	-10.7%	?	/	8.3%	-5.6%	2.4%	11.2%	-72.5%[inhibitor]
